# CHT PAM – human CHT allosteric activation | actives 0.49% (n = 310,000) | CHT-expressing cells, membrane potential dye, choline EC20; stronger effect = higher value; LV-AA mutant CHT in HEK293 cells | B-score at 10 µM;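 active = initial fluorescence not abnormally high and integrated response B-score, plate-corrected, over 3 SD above library mean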
# Target sequence (Q9GZV3 whole entry, looked up): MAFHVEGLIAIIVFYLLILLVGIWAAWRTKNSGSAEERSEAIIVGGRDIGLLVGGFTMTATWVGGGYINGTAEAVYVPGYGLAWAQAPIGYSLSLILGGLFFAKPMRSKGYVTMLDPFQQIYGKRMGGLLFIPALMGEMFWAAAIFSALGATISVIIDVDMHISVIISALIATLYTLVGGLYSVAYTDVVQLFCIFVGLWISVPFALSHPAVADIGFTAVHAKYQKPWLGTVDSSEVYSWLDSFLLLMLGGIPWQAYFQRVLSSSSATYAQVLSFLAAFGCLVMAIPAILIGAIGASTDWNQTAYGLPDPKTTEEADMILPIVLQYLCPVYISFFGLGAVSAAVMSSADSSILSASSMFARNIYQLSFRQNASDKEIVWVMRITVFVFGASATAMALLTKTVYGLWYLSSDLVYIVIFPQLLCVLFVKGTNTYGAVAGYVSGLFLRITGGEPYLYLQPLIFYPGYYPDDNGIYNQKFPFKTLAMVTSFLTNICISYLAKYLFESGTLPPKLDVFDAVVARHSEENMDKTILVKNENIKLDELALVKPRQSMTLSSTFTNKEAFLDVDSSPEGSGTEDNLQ
# CHT block – human CHT choline transport inhibition. B-score at 10 µM. actives 0.86% (n = 310,000). AID 488975. Q9GZV3. CHT-expressing cells, membrane potential dye, choline response; stronger effect = lower value;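 active = B-score over 3 SD under the library average, and starting fluorescence ratio not unusually high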;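 note: choline stimulus applied at its EC90 after an EC20 pre-addition; B-score computed on integrated fluorescence ratio after choline addition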
# STK33 inh – inhibitors of human STK33 kinase; AID 2661; actives 0.073% (n = 320,000); Q9BYT3; inhibition, % at 10 µM; purified STK33, MBP phosphorylation, ADP-Glo luminescence;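 active = inhibition at or above 25%, using the most active replicate where run in duplicate; inactive = inhibition below 25%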
# Numbers without * were called inactive; i = inactive; . = no result given.
SMILES,CHT PAM,CHT block,STK33 inh
O=C(O)c1ccc2c(=O)[nH]c(CCl)nc2c1,i,i,1.1
Cc1ccc(CSCCNS(C)(=O)=O)cc1,i,i,-1.0
CCS(=O)(=O)c1nc(S(=O)(=O)c2ccc(Cl)cc2)c(NCCN2CCOCC2)s1,i,i,-0.6
CC(C(=O)OCc1nnc(-c2ccccc2)o1)N1C(=O)C2CCCCC2C1=O (stereo not given),i,i,-1.1
O=C(Cn1cc2c(n1)CCCCC2)Nc1ccccc1Br,i,i,-2.2
CCSCCc1nnc(NC(=O)Nc2cccc(C(F)(F)F)c2)s1,i,i,-1.7
CCN(CC)C(=O)n1cnc(-c2ccccc2)c1-c1ccccc1,i,i,-1.9
CC(c1ccco1)N(C(=O)c1cccs1)c1ccccn1 (stereo not given),i,i,-0.2
CCCCN(C(=O)c1ccc2c(c1)OCO2)c1ccccc1,i,i,0.5
COc1cccc(C(=O)Nc2cccc(-c3ccc4nncn4n3)c2)c1OC,i,i,-1.2
Cc1ccc(C2=NN(C(=O)CCC(=O)O)C(c3ccc4c(c3)OCO4)C2)cc1 (stereo not given),i,i,-0.8
CC(=O)N(Cc1ccccc1)c1ccccc1C(=O)O,i,i,-2.4
CCN(c1ccccc1)S(=O)(=O)c1cccc(C(=O)N(C)CCOc2ccccc2)c1,i,i,0.5
CCCCc1n[nH]c2c1C(=O)CC(C)(C)C2,i,i,1.1
CCc1n(CC(O)COC2CCCCC2)c2ccccc2[n+]1C (stereo not given),i,i,-0.1
COc1ccc(CNC(=O)c2nnn(-c3cccc(C(F)(F)F)c3)c2N)cc1,i,i,0.1
CC1(C)CC2CN(C(=O)Cc3ccccc3)C(C)(C2)C1 (stereo not given),i,i,0.5
Cc1ccc(S(=O)(=O)N/N=C/c2ccc(O)cc2O)cc1[N+](=O)[O-],i,i,5.1
CCC(C)(C)C1CCc2[nH]nc(C(=O)NCCN3CCOCC3)c2C1 (stereo not given),i,i,0.0
CC(=O)c1cc2c(cc1NC(=O)c1cc3nc(C(C)C)cc(C(F)(F)F)n3n1)OCO2,i,i,-1.7
Clc1ccc2nc(-c3ccc4c(c3)OCO4)cn2c1,i,i,0.1
CCN1C(=O)[C@@H]2[C@@H](c3ccc(-c4ccc(C(C)=O)cc4)cc3)N3CCCC[C@@]3(C(=O)OC)[C@@H]2C1=O,i,i,-0.6
O=C(CSc1nnc(SCc2ccc(Cl)cc2)s1)N/N=C/c1ccccc1C(=O)O,i,i,-2.2
CN(CCC#N)Cc1cc(=O)oc2ccc3ccccc3c12,i,i,0.1
O=C1OC(N2CCN(C(=O)C3CCCO3)CC2)c2ccccc21 (stereo not given),i,i,-0.2
CCCCCN(CCCCC)C(=O)C(CCC(=O)O)NC(=O)c1ccc(Cl)c(Cl)c1 (stereo not given),i,i,-1.4
O=C(NC(=S)Nc1ccc(S(=O)(=O)N2CCCCC2)cc1)c1cccs1,i,i,.
O=C(/C=C/c1ccc(OC2CSC2)cc1)c1ccccc1,i,i,2.8
C/C(=N\Nc1nc2c(s1)CCCC2)c1ccccc1,i,i,1.2
CCSc1nnc(NC(=O)c2ccc(C)cc2)s1,i,i,-1.5
CCc1nnnn1-c1ccc([N+](=O)[O-])cc1C,i,i,-1.5
Cc1nc(N2CCN(c3ccccc3)CC2)[nH]c(=O)c1C,i,i,-2.2
CCOc1ccc(C(=O)NCC(=O)NCC(c2ccc(OC)cc2)N2CCCC2)cc1 (stereo not given),i,i,-1.6
O=C(NCc1cccs1)c1ccc(S(=O)(=O)N2CCOCC2)cc1,i,i,6.8
COc1cc(/C=C2\NC(=S)N(C)C2=O)ccc1OCc1cccc(F)c1,i,i,-1.0
CCc1nnc(NC(=O)CCCSc2nc3ccccc3[nH]2)s1,i,i,0.0
O=C(Nc1ccccc1Cl)c1cc(S(=O)(=O)N2CCCC(C(=O)O)C2)ccc1F (stereo not given),i,i,-2.7
COc1ccc(NC(=S)N2CCC(C(=O)c3ccc(C)cc3)CC2)cc1,i,i,-0.4
N#C/C(=C\c1c(N2CCN(Cc3ccccc3)CC2)nc2ccccn2c1=O)S(=O)(=O)c1ccccc1,i,i,-1.1
Cc1ccc(CCNC(=O)c2nnc(CS(=O)(=O)c3ccccc3)o2)cc1,i,i,15.1

# Sorted by SMILES length (rising): some entries from above.
SMILES,CHT PAM,CHT block,STK33 inh
Cc1nc(N2CCN(c3ccccc3)CC2)[nH]c(=O)c1C,i,i,-2.2
COc1ccc(NC(=S)N2CCC(C(=O)c3ccc(C)cc3)CC2)cc1,i,i,-0.4
COc1cc(/C=C2\NC(=S)N(C)C2=O)ccc1OCc1cccc(F)c1,i,i,-1.0

# Further entries follow:
SMILES,CHT PAM,CHT block,STK33 inh
Cc1nn(C)c(Oc2ccccc2)c1CCNC(=O)CCl,i,i,-0.7
O=C(Nc1ccc(Br)cc1)C1CCN(c2cnccn2)CC1,i,i,-0.1
C/C(=N\O)C(C)Oc1ccc(Cl)cc1 (stereo not given),i,i,-0.6
CCc1ccc(C(=O)O)cc1,i,i,-1.6
Cc1cccc(NC(=O)c2cccc(S(=O)(=O)N3CCCC3)c2)n1,i,i,-0.4
CCn1ccnc1CN1CCCC(C(=O)c2ccc3c4c(cccc24)CC3)C1 (stereo not given),i,i,-1.4
CC(C)(C)n1nnnc1CN1CCN(C(c2ccccc2)c2ccccc2)CC1,i,i,-1.2
COc1ccc(-c2cc(C(=O)NCCCN3CCOCC3)no2)cc1,i,i,-2.9
Cn1c(-c2cccc([N+](=O)[O-])c2)[n+](C)c2ccccc21,i,i,0.4
O=C(CCn1c(=O)oc2ccccc21)Nc1ccon1,i,i,0.2
COc1cc(S(=O)(=O)NCc2cccnc2)ccc1F,i,i,-2.1
CC(C)(C)C(=O)Nc1sc(-c2ccccc2)cc1C(=O)O,i,i,-0.5
CC1CCC(NC(=O)CN2C(=O)c3cccnc3Oc3ccc(Cl)cc32)CC1 (stereo not given),i,i,11.9
COc1cc(N=Nc2c(O)c3ccccc3[nH]c2=O)c(OC)cc1N=Nc1ccccc1,i,i,0.0
Cc1ccc(CCNC(=O)CS(=O)Cc2nc(-c3ccccc3F)oc2C)cc1 (stereo not given),i,i,-0.5
CCOc1cc(/C=C/c2cc(C(=O)O)c3ccccc3n2)ccc1OC,i,i,0.1
COc1ccc(C(=O)CC(=O)c2ccc(OC)cc2)cc1,i,i,.
COC(=O)c1ccc(N(CC(=O)NC2CCCC2)C(=O)CNC(=O)c2ccco2)cc1,i,i,-1.4
N=c1c2c(n(Cc3ccc(Cl)cc3)c3c1CCC3)CCC2,8.09*,i,-0.7
O=[N+]([O-])c1cc2c(cc1CN1CCN(c3ccccc3F)CC1)OCO2,i,i,0.2
CCN(CC)C(=O)Oc1cc(=O)n(C)c2ccccc12,i,i,.
O=C(CCc1nnc(CCCCc2ccccc2)o1)N(CCO)Cc1ccccc1,i,i,-0.7
CCCS(=O)(=O)N1CCC(C(=O)NCCCOC(C)C)CC1,i,i,-0.6
C=C1CCN([C@@H](C)C(=O)NCc2cc(OC)c(OC)c(OC)c2)S(=O)(=O)c2ccccc21,i,i,0.2
COc1ccc(C(O)Cc2nccn2C)cc1 (stereo not given),i,i,-0.2
CCOc1cccc(Nc2cc3n(c(=O)n2)CCc2cc(OC)c(OC)cc2-3)c1,i,i,-0.1
O=C(O)C1C2C=CC(C2)C1C(=O)NCCCN1CCCC1=O (stereo not given),i,i,-1.4
CCSc1ccccc1C(=O)NCCc1ccccc1,i,i,-1.5
COC(=O)N/N=C/c1cc(Br)ccc1O,i,i,-2.4
COc1ccc(CNC(=O)C(c2ccco2)N(C(=O)CNS(=O)(=O)c2ccccc2)c2ccccc2C)cc1 (stereo not given),i,i,0.1

# Laid out differently: results already given
# Value order – CHT PAM, CHT block, STK33 inh
C=C1CCN([C@@H](C)C(=O)NCc2cc(OC)c(OC)c(OC)c2)S(=O)(=O)c2ccccc21
    i, i, 0.2
COC(=O)N/N=C/c1cc(Br)ccc1O
    i, i, -2.4
O=C(CCc1nnc(CCCCc2ccccc2)o1)N(CCO)Cc1ccccc1
    i, i, -0.7

# Remaining list, next part.
SMILES,CHT PAM,CHT block,STK33 inh
COC(=O)c1nc(Cl)c(Cl)c(N)c1Cl,i,i,0.3
COc1ccccc1CNS(=O)(=O)c1cccc2nsnc12,i,i,0.1
COc1cccc(-c2nnc(NC(=O)CCS(=O)(=O)c3ccc(C)cc3)o2)c1,i,i,.
CC(Nc1nc(N2CCCC2)nc2ccccc12)c1ccccc1 (stereo not given),i,i,0.0
Cc1sc2ncnc(N(C)Cc3cccs3)c2c1C,i,i,-0.6
COc1ccccc1CNS(=O)(=O)CC12CCC(CC1=O)C2(C)C (stereo not given),i,i,9.2
O=C(NCCS(=O)c1ccc(Cl)cc1)c1cccc(Cl)c1 (stereo not given),i,i,-0.6
CCOC(=O)C(NC(=O)NCc1ccccc1)(OCC)C(F)(F)F (stereo not given),i,i,-0.3
CCOc1ccc(Nc2cc(Nc3ccccc3OCC)nc(C=C(C#N)C#N)n2)cc1,i,i,-1.1
O=C(CSc1nnc(-c2ccccc2)n1C1CCCCC1)N1CCCC1,i,i,-2.3
O=C(c1cnn2ccccc12)N(Cc1ccco1)C1CCCC1,i,i,0.0
O=C(C1=C[C@H](c2ccccc2)C[C@H](OCCCCO)O1)N1CCN(Cc2ccc3c(c2)OCO3)CC1,i,i,-0.8
Clc1ccc(CSc2nnc(-c3ccncc3)s2)cc1,i,i,-1.1
O=C(Nc1ccccn1)C1COc2ccccc2O1 (stereo not given),i,i,-1.2
O=C(Nc1ccc(CSc2ccccc2)cc1)c1ccccc1,i,i,-0.9
N#Cc1ccc2ccn(CC(=O)NCc3ccco3)c2c1,i,i,-0.9
CC(C)(/C=N/O)/[N+]([O-])=C/c1ccccc1,i,i,0.3
O=C(NCCCNC(=O)c1ccco1)c1cccc(F)c1,i,i,0.6
COc1ccc(NC(=O)CSc2nc3ccccc3nc2N2CCOCC2)cc1,i,i,-1.6
CCOc1ccc(CCNC(=O)COC(=O)CNC(=O)c2ccc(Br)o2)cc1OCC,i,i,-1.3
O=C(Nc1cccc2ncccc12)c1ccc(-c2ccc(Cl)cc2Cl)o1,i,i,-1.1
CCCOc1cccc(C(=O)NC(=S)Nc2ccc(N3CCN(C)CC3)cc2)c1,i,i,1.2
O=C(N/N=C/c1ccoc1)c1ccccc1F,i,i,2.2
CCOC(=O)c1cnc2ccc(C(=O)OC)cc2c1NCCN1CCOCC1,i,i,1.8
CC(C)n1c(N2CCN(C(=O)Nc3ccc(F)cc3F)CC2)nc2ccccc21,i,i,-0.2
CCOC(=O)[C@H]1[C@H]2COc3ccccc3[C@@H]2N2C(=O)c3cc(Cl)ccc3NC(=O)[C@@]12C,i,i,0.3
CCNC(=O)CC1S/C(=N/N=C(\C)c2ccccc2)NC1=O (stereo not given),i,i,0.2
COCCn1c(SCC(=O)N2CCCCCC2)nnc1-c1ccco1,i,i,-0.2
CCC(CC)CN1C(Nc2ccccc2)=NC[C@@H]1CC(C)C,i,i,-0.6
CC(C(=O)N1CCN(C2c3ccccc3-c3ccccc32)CC1)N1C(=O)c2ccccc2C1=O (stereo not given),i,i,0.4
O=C(N/C(=C\c1ccc2c(c1)OCO2)C(=O)N1CCOCC1)c1ccccc1Br,i,i,0.3
CCOC(=O)N1CCC(Nc2c(Nc3cccc(CC)c3)c(=O)c2=O)CC1,i,i,-0.4
CCn1c(C2CC(=O)N(c3ccc(C)c(C)c3)C2)nc2ccccc21 (stereo not given),i,i,-0.9
COC(=O)c1cc(CNC(=O)Cc2ccsc2)ccc1OC,i,i,-1.0
CCC(=O)NC(=S)NNC(=O)c1ccc([N+](=O)[O-])cc1,i,i,-0.1
Cc1cc(C)cc(NC(=O)CN(C)S(=O)(=O)c2cccc3nsnc23)c1,i,i,-2.3
COc1cccc(/C=N/Nc2cc(-n3nc(C)cc3-c3ccccc3)ncn2)c1O,i,i,0.9
O=C(c1ccccc1Br)N1CCN(c2ncccn2)CC1,i,i,-0.1
O=C(NC1CC1)c1ccc(-n2cccc2)cc1,i,i,-0.1
CCc1nc(NCCCN2CCOCC2)c2oc3ccccc3c2n1,i,i,1.1
O=C(c1ccc(Cl)cc1)C1CCN(Cc2ccccc2)CC1,i,i,-0.4
CC1=C(N2CCOCC2)CCC1=O,i,i,-1.8
NC(=O)c1cc[n+](CC2=C(C(=O)O)N3C(=O)[C@@H](NC(=O)C(c4ccccc4)S(=O)(=O)[O-])[C@H]3SC2)cc1 (stereo not given in full),i,i,-8.3
CCOC(=O)N1CCN(C(=O)COc2ccccc2[N+](=O)[O-])CC1,i,i,-2.2
CC(=O)N1CCN(C(=O)c2ccc(Cl)c(NC(=O)c3cccs3)c2)CC1,i,i,0.0
O=C(Cn1cnc([N+](=O)[O-])n1)N/N=C/c1ccc(O)cc1O,i,i,3.8

# As a working copy, 4 of the compounds above:
SMILES,CHT PAM,CHT block,STK33 inh
CCc1nc(NCCCN2CCOCC2)c2oc3ccccc3c2n1,i,i,1.1
O=C(c1ccc(Cl)cc1)C1CCN(Cc2ccccc2)CC1,i,i,-0.4
CC1=C(N2CCOCC2)CCC1=O,i,i,-1.8
NC(=O)c1cc[n+](CC2=C(C(=O)O)N3C(=O)[C@@H](NC(=O)C(c4ccccc4)S(=O)(=O)[O-])[C@H]3SC2)cc1 (stereo not given in full),i,i,-8.3

# High-throughput results as filed in PubChem BioAssay.

# Rows are unselected; any-hit rate near 1.5%.
